# Compound activity (PubChem BioAssay)
# G9a inh: G9a (human) methyltransferase inhibition. Potency, µM (highest dose often 102 µM), for inactives: top-dose activity, negative = inhibition, actives largely listed as inhibitors. AID 504332. Q96KQ7. G9a H3K9 monomethylation, AlphaScreen, 2 h. actives 8.8% (n = 350,000); also: potency is read from the fitted curve at half-maximal effect; % is scaled to controls: 0 for no effect and ±100 for the full control effect; nearly all actives have a fitted effect of over 75% in size
#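 Using a bead-based AlphaScreen, monomethylated H3K9 product from 2 h room-temperature reactions (G9a 20 nM, peptide 500 nM, SAM 20 uM) was detected with 0.5 ug/mL rabbit anti-H3K9me1 antibody.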
# Pin1 inh: blocks the human prolyl isomerase Pin1; Q13526; Pin1 FP peptide displacement, HiFluor488, 10 min; Potency, µM (titrated, usually from 115 µM), for the others: at the highest dose activity, negative = inhibition, most hits filed as inhibitors; actives 0.009% (n = 390,000); active = well fitted inhibition curve with a large enough effect in the polarisation, with a control signal flat, not every such curve was filed as active; inconclusive = small, poorly fitted or top-dose-only effect, or effect the other way, or a change in a side signal; inactive = no such curve, though single readings can be large or run the other way; the % refers to the polarisation; also: potency is read from the fitted curve at half-maximal effect; % is scaled to controls: 0 for no effect and ±100 for the full control effect
# HP1b binding inh: inhibitors of HP1-beta chromodomain binding to methylated histone tails | P83916 | Potency, µM (titrated, usually from 114 µM), inactives show at the highest dose activity change, negative = inhibition, usual class: inhibitors | AID 540317 | AlphaScreen HP1-beta / biotin-H3K9me3 peptide binding | actives 0.56% (n = 390,000); also: potency is read from the fitted curve at half-maximal effect; nearly all actives have a fitted effect of over 70% in size; inactives centre near 23
#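 AlphaScreen: HP1-beta (50 nM) preformed 30 min with biotin-H3(1-18)K9me3 peptide (50 nM) in PBS pH 7.4, 0.01% Tween-20. Compound added for 30 min at RT, then streptavidin donor/nickel chelate acceptor beads (10 ug/mL) for 30 min.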
# Pol eta inh: inhibitors of human DNA polymerase eta | recombinant Pol eta, fluorescent DNA replication assay | actives 1.2% (n = 390,000) | Potency, µM (doses to about 114 µM), for the others: at the top dose activity change, negative = inhibition, usual class: inhibitors | AID 588591; also: potency is read from the fitted curve at half-maximal effect; % is scaled to controls: 0 for no effect and ±100 for the full control effect
#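 Fluorescent replication assay: 50 nM final substrate added after a 15 min room-temperature compound preincubation with 10 nM enzyme. Signal taken at 0 min and again at 10 min.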
# PGK inhibitor: blocks T. brucei phosphoglycerate kinase. PGK/GAPDH coupled, Kinase-Glo luminescence, 60 min. AID 602233. actives 0.043% (n = 380,000). P07378. Potency, µM (titrated, usually from 57.5 µM), without a hit: at the highest dose activity change, negative = inhibition, actives largely listed as inhibitors; also: potency is read from the fitted curve at half-maximal effect; % is scaled to controls: 0 for no effect and ±100 for the full control effect; nearly all actives have a fitted effect of over 60% in size
#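 Recombinant glycosomal PGK reaction used 1,3-bisphosphoglycerate generated in-well by GAPDH (100nM final) in 100mM TEA pH 7.6, 5mM MgCl2, 0.01% Tween-20. After 60 minutes at room temperature, ATP was read by Kinase-Glo Plus luminescence end-point.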
# GLS inh: glutaminase GLS (human) inhibition. Potency, µM (series often up to 45.5 µM), inactives show at the top dose activity change, negative = inhibition, hits mostly inhibitors. AID 624170. actives 0.21% (n = 410,000). O94925. GLS enzymatic activity, qHTS titration; also: potency is read from the fitted curve at half-maximal effect; % is scaled to controls: 0 for no effect and ±100 for the full control effect
#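 hKGA in 45 mM KH2PO4 pH 8.2, 0.02% Tween-20 with pin-transferred compounds; 1 mM L-glutamine (stock) plus glutamate oxidase/HRP/Amplex Red coupling added. Fluorescence read initially and after 30 min at RT.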
# PI4K2A inh: PI4K2A (human) kinase inhibition | actives 0.13% (n = 420,000) | activity change, negative = inhibition, % at 76.9 µM | Q9BTU6 | purified PI4K2A, ADP-Glo luminescence, 1 h; hits give low values; in the data active = activity change below about -50%; inconclusive = mostly about -30% to -49%;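 also: -100% = wells without enzyme as full effect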
#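 In this quantitative HTS, ADP production by PI4K2A was quantified luminescently after 1 h at ambient temperature; 100 microM adenosine served as plate-quality control.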
# BAZ2B block: blocks human BAZ2B | Q9UIF8 | AlphaScreen BAZ2B-H3K14Ac peptide displacement | Potency, µM (highest dose often 114 µM), for the others: top-dose activity change, negative = inhibition, usual class: inhibitors | actives 4.4% (n = 360,000) | AID 504333; also: potency is read from the fitted curve at half-maximal effect; % is scaled to controls: 0 for no effect and ±100 for the full control effect; nearly all actives have a fitted effect of over 60% in size
#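 Compounds, titrated to a top concentration of 110 uM, were incubated 30 min at room temperature with preformed BAZ2B/acetyl-K14 H3 peptide complex (50 nM each). Proximity signal was measured by AlphaScreen after 20 min with beads.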
# JMJD2A Tudor inh: blocks the human JMJD2A Tudor domain; AlphaScreen JMJD2A-Tudor / H3K4me3 peptide binding; Potency, µM (doses to about 114 µM), inactives show at the top dose activity change, negative = inhibition, usual class: inhibitors; actives 4.4% (n = 390,000); AID 504339; also: potency is read from the fitted curve at half-maximal effect; % is scaled to controls: 0 for no effect and ±100 for the full control effect; nearly all actives have a fitted effect of over 50% in size
# * = called active by the depositor; i = inactive; ? = inconclusive; . = not tested or not shown; [ ] = dose if it differs, or a comment. Unless noted, calls follow the shape of the dose curve; as a rule, active = well fitted curve in the direction sought with a large enough effect; inconclusive = small, poorly fitted or top-dose-only effect, or another doubt; inactive = no such curve, though single readings can be large; an effect the other way counts as inactive or inconclusive.
cpd	SMILES	G9a inh	Pin1 inh	HP1b binding inh	Pol eta inh	PGK inhibitor	GLS inh	PI4K2A inh	BAZ2B block	JMJD2A Tudor inh
1	COc1ccc(S(=O)(=O)N2CCC(Cc3ccccc3)CC2)cc1C(N)=O	.	8%	58%[activator]	0%	-1%	-6%	-2	12%	-13%
2	COc1cccc(CNS(=O)(=O)c2cnc(N)nc2)c1	-36%[59 µM]	-9%	11%[57 µM]	-14%	-2%	4%	-4	-2%	-12%
3	CCCc1cc(C(=O)NCCc2ccc(OC)c(OC)c2)no1	?	-2%	29%	-16%	2%	-1%	1	-30%	-6%
4	COC(=O)c1ccc(C2CC(=O)NC3=C2C(=O)CCC3)cc1 (stereo not drawn)	-3%	-1%	20%	-2%	-9%	-1%	-3	-1%	-11%
5	CCOC(=O)C1CCN(C(=O)COc2ccc(N(C)S(=O)(=O)c3ccc(OCC)cc3)cc2)CC1	-9%	0%	35%[activator]	-6%	-9%	-1%	-1	-3%	-13%
6	O=C(NCCCCc1ccccc1)C1CC(c2cccc([N+](=O)[O-])c2)=NO1 (stereo not drawn)	-1%[59 µM]	-12%	17%	-15%	0%	1%	1	-38%	?
7	COC(=O)Nc1ccc(C)c2nsnc12	60%[activator]	0%	55%[activator]	-9%	1%	0%	4	42%[activator]	18%
8	CCC(C)c1ccc(N(CC(=O)NC(C)(C)C)C(=O)CNC(=O)c2cccs2)cc1 (stereo not drawn)	6%	3%	13%	-14%	-9%	-2%	-6	1%	-15%
9	COc1ccccc1NC(=O)C[n+]1ccccc1C	15%	-2%	3%	-7%	i	8%	-2	-12%	-3%
10	CC(C)C(NC(=O)C1CCCCC1)C(=O)NC1=NCCS1 (stereo not drawn)	-33%[59 µM]	-2%	5%	-5%	9%	4%	2	-2%	?
11	COc1ccc(/C=N/Nc2nnc(Cc3ccccc3)c(=O)[nH]2)cc1OC	19%	-11%	21%	-14%	0%	-5%	1	-5%	6%
12	Nc1ccccc1N=c1ssnc1Cl	1.3µM*	-5%	-13%	-22%	-5%	-9%	-12	50µM*	?
13	COc1ccc(C2=C(C)C(N3CCC(C(=O)Nc4cc(C)ccc4C)CC3)=NS2(=O)=O)cc1	11%[59 µM]	6%	7%	.	.	0%	2	-12%	-5%
14	CCCNc1c(F)c(F)c2c(C)c3ccccc3nc2c1F	2%[12.7 µM]	?	80%[activator]	-8%	-1%	5%	-17	26%	-6%
15	O=[N+]([O-])c1nn(-c2ccc(Cl)cc2)n(O)c1=NCc1ccccc1Cl	?	4%	8%	-7%	-1%	-27%	5	?	-30%
16	COCC(C)NS(=O)(=O)c1ccc(C(=O)NC(Cc2ccccc2)c2ccccc2)cc1 (stereo not drawn)	6%	2%	4%	-15%	i	2%	-1	3%	-15%
17	Cc1cccc(N2CCN(C(=O)CCC(=O)N3CC(C)Oc4ccccc43)CC2)c1C (stereo not drawn)	15%	1%	25%	-13%	2%	5%	-1	-4%	-14%
18	Cc1ccc(NC(=O)CN2CCc3ccccc3C2)cc1S(=O)(=O)N(C)C	10µM*	4%	?	4%	-3%	-6%	-1	50µM*	3.2µM*
19	C=CCNC(=O)c1oc2ccc(S(=O)(=O)N3CCC4(CC3)OCCO4)cc2c1C	10%	-2%	45%[activator]	-17%	-3%	-8%	8	0%	-2%
20	COc1ccccc1NS(=O)(=O)c1cc2c(cc1C)NC(=O)CO2	.	0%	29%	-12%	-5%	14%	-1	13%	6%
21	C=CCNCC(=O)NN=C(c1ccccc1)c1ccccc1	-15%[59 µM]	1%	40%[activator]	?	-5%	-4%	-5	6%	-12%
22	COc1ccc(CCNc2nc(SCc3ccccc3F)nc3ccccc23)cc1OC	1%[59 µM]	2%	47%[activator]	-19%	-5%	6%	1	5%	-6%
23	CC(Cl)C(=O)NC(=O)NC12CC3CC(CC(C3)C1)C2 (stereo not drawn)	?	2%	31%	-19%	8%	4%	1	2%	-14%
24	COC(=O)[C@@H](NC(=O)Nc1cccc(OC)c1)C(C)C	13%[59 µM]	-2%	19%	-6%	i	-4%	-5	13%	-11%
25	CC(C)c1ccc(NC(=O)CSc2nc(-c3ccccc3F)nc3nc[nH]c23)cc1	9%[59 µM]	?	26%	2%	-1%	1%	0	-23%	-9%
26	Cc1ccc2nc(SCC(=O)NC3CCS(=O)(=O)C3)[nH]c2c1 (stereo not drawn)	.	3%	31%[activator]	-6%	-2%	0%	2	.	-15%
27	FC(F)(F)c1cccc(Cn2nnnc2-c2cc(Cl)cc(Cl)c2)c1	134%[activator]	5%	121%[activator]	-25%	4%	-12%	3	39%[57.1 µM]	86%[activator]
28	CSC(=Nc1ccccc1)N=C(SCc1ccccc1)N(C)C	.	-4%	40%	-5%	-4%	-6%	5	.	-8%
29	O=C(Nc1ccccc1N1CCN(C(=O)c2ccc(Cl)cc2)CC1)c1ccc2c(c1)OCO2	-45%[12.7 µM]	9%	28%	0%	0%	.	-5	-20%	-8%
30	O=C(CN1C(=O)COc2ccc(S(=O)(=O)N3CCCCCC3)cc21)N1CCN(c2cccc(C(F)(F)F)c2)CC1	-31%[59 µM]	-19%	20%	-12%	1%	-14%	6	?	-23%
31	O=C(CN1CCN(S(=O)(=O)c2cc(C(F)(F)F)ccc2Cl)CC1)N1CCc2ccccc2C1	?	6%	4%	-8%	i	0%	-3	?	?
32	Cc1ccc2nc(-c3ccc(NC(=O)c4ccco4)cc3)[nH]c2c1	28µM*	9%	-20%	?	2%	-2%	1	-16%	-34%
33	CCC(Sc1nc2ccsc2c(=O)n1CCC(=O)O)C(=O)Nc1ccc(Cl)cc1 (stereo not drawn)	.	.	.	-14%	-8%	-6%	1	.	.
34	CCOc1ccc(CNc2ccc3c(c2)ncn3C(C)(C)C)cc1	79µM*	0%	-31%	-6%	-1%	-3%	-1	?	?
35	CC(C)OCCCNc1ncnc2c1[nH]c1ccc(F)cc12	0%[12.7 µM]	-2%	30%[activator]	-21%	-10%	22%	1	-7%	4%
36	COc1ccc(C2CC(=O)C3=C(C2)NC(C)=C(C#N)C3c2ccc(N(C)C)cc2)cc1 (stereo not drawn)	13µM*	25%	?	-3%	-5%	23%	-15	?	?
37	CCOc1ccc(NC(=O)Nc2cc(C)ccc2OC)cc1	29%[59 µM]	4%	28%	-10%	-1%	10%	-10	-4%	-11%
38	CCCCC(C(=O)NC(C)(C)C)N(Cc1ccccc1)C(=O)c1snc(C(N)=O)c1N (stereo not drawn)	.	?	37%	-9%	0%	-2%	6	-2%	-10%
39	CN1CCN(C(=O)C2=C[C@H](c3ccc(Br)cc3)C[C@H](OCCCCO)O2)CC1	-17%[59 µM]	0%	41%[activator]	-22%	7%	-5%	0	-11%	-13%
40	CCN(CC)c1ccc(NC(=O)CN2C(=O)c3cccnc3Oc3ccc(Cl)cc32)c(C)c1	2.8µM*	2%	24%	-10%	-8%	5%	2	2%	-17%
41	Cc1cc(NC(=O)CCC2COc3ccccc3O2)no1 (stereo not drawn)	30%[59 µM]	-9%	-1%	-12%	4%	3%	-1	6%	-5%[11.4 µM]
42	COc1ccc(C(C)=O)cc1COC(=O)c1cccc(N(C)C)c1	-25%[59 µM]	4%	-20%	-5%	6%	-3%	5	-39%	?
43	COc1cc([N+](=O)[O-])cc2sc(NC(=O)C(C)(C)C)nc12	-26%	6%	17%	-4%	-1%	-1%	-3	-12%	-10%
44	Cc1ccc2c(c1)N(CCCC(=O)NCc1ccc3c(c1)OCO3)C(=O)CO2	3%	0%	47%[activator]	-1%	-5%	-10%	1	2%	-20%
45	CCOC(=O)C1=C(C)N=C2SCCC(=O)N2[C@@H]1/C=C/c1ccccc1	34%[0.501 µM]	-1%	34%[activator]	-14%	-3%	0%	-2	-21%	-13%
46	COC(=O)C1=COC(C)C2CN3CCc4c([nH]c5ccccc45)C3CC12 (stereo not drawn)	45µM*	?	-1%	-8%	-1%	-1%	3	?	?
47	COc1cc([C@@H]2CC=C(C(=O)O)[C@H](c3cccc(Cl)c3)N2S(=O)(=O)c2ccc(C)cc2)cc(OC)c1OC	13%[2.33 µM]	-1%	26%	-11%	-10%	10%	-2	-1%	-20%
48	Cc1ccc(C(=O)Nc2nc(-c3ccco3)c(-c3ccco3)s2)o1	14µM*	?	50µM*	14µM*	-4%	7%	-22	20µM*	?
49	O=C(COc1ccc([N+](=O)[O-])cc1)N/N=C/c1ccccn1	14%	-5%	38%	-1%	1%	14%	-8	-3%[57.1 µM]	-8%
50	COc1ccc(Cl)cc1NC(=O)C/C(C)=N/NC(=O)c1ccccc1[N+](=O)[O-]	40%	-5%	53%[activator]	-7%	-1%	-8%	6	-7%	-14%
51	CCOC(=O)CC(NC(=O)c1ccco1)c1ccc(C)cc1 (stereo not drawn)	?	-3%	30%	-1%	5%	5%	-1	0%	-2%
52	CCCCn1c(CNC(C)=O)nc2ccccc21	-23%	-2%	46%[activator]	-9%	-3%	0%	-2	7%	6%
53	COc1ccc(SCCN2CC[C@@H](NC(=O)OCc3ccccc3)CCC2=O)cc1	-8%[2.33 µM]	-4%	24%	-2%	i	4%	0	2%	-26%
54	CC(=O)N1CCc2c(sc3nc(SCC(N)=O)n(-c4ccc(F)c(Cl)c4)c(=O)c23)C1	?	-5%	18%	4%	-7%	4%	-4	-2%	-11%

# Three entries already listed, ordered by SMILES length, high to low:
cpd	SMILES	G9a inh	Pin1 inh	HP1b binding inh	Pol eta inh	PGK inhibitor	GLS inh	PI4K2A inh	BAZ2B block	JMJD2A Tudor inh
43	COc1cc([N+](=O)[O-])cc2sc(NC(=O)C(C)(C)C)nc12	-26%	6%	17%	-4%	-1%	-1%	-3	-12%	-10%
51	CCOC(=O)CC(NC(=O)c1ccco1)c1ccc(C)cc1 (stereo not drawn)	?	-3%	30%	-1%	5%	5%	-1	0%	-2%
52	CCCCn1c(CNC(C)=O)nc2ccccc21	-23%	-2%	46%[activator]	-9%	-3%	0%	-2	7%	6%

# Only part of the results is shown; the hit share may differ from the screen's.
